PI4K2A block: inhibitors of human PI4K2A; Q9BTU6; purified PI4K2A, ADP-Glo luminescence, 1 h; stronger effect = lower value; activity change, negative = inhibition, % at 76.9 µM; 420,000 tested, 0.13% active; in the data active = activity change below about -50%; inconclusive = mostly about -30% to -49%;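 also: -100% = wells without enzyme as full effect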
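ADP-Glo luminescence measured ADP generated by PI4K2A enzyme (4 ug/mL before mixing) with 1.2 mM PI substrate (pre-mix) and 300 microM ATP (pre-mix). Tris pH7.5 buffer with MgCl2, Triton X-100; 1 h reaction at ambient temperature.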
JMJD2A Tudor: JMJD2A Tudor domain (human) inhibition | O75164 | AlphaScreen JMJD2A-Tudor / H3K4me3 peptide binding | Potency, µM (series often up to 114 µM), without a hit: at the top dose activity change, negative = inhibition, usual class: inhibitors | 390,000 tested, 4.4% active | AID 504339; also: potency is read from the fitted curve at half-maximal effect; % is scaled to controls: 0 for no effect and ±100 for the full control effect; nearly all actives have a fitted effect of over 50% in size
Pin1 inh: inhibitors of human Pin1 | Pin1 FP peptide displacement, HiFluor488, 10 min | Potency, µM (doses to about 115 µM), inactives show at the highest dose activity, negative = inhibition, usual class: inhibitors | 390,000 tested, 0.009% active | AID 504891; active = well fitted inhibition curve with a large enough effect in the polarisation, with a control signal flat, not every such curve was filed as active; inconclusive = small, poorly fitted or top-dose-only effect, or effect the other way, or a change in a side signal; inactive = no such curve, though single readings can be large or run the other way; the % refers to the polarisation; also: potency is read from the fitted curve at half-maximal effect; % is scaled to controls: 0 for no effect and ±100 for the full control effect
Target sequence (Q13526 whole entry, looked up): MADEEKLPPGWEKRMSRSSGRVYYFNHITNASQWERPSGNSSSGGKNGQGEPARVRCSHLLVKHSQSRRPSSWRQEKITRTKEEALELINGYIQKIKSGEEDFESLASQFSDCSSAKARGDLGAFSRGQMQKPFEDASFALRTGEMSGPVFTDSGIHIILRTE
G9a inh: inhibitors of human histone lysine methyltransferase G9a; Q96KQ7; G9a H3K9 monomethylation, AlphaScreen, 2 h; Potency, µM (doses to about 102 µM), for inactives: at the top dose activity, negative = inhibition, hits mostly inhibitors; 350,000 tested, 8.8% active; AID 504332; also: potency is read from the fitted curve at half-maximal effect; % is scaled to controls: 0 for no effect and ±100 for the full control effect; nearly all actives have a fitted effect of over 75% in size
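Chemiluminescent proximity detection of H3K9 monomethylation, read after 10 min bead incubation in the dark. Reaction: 20 nM G9a, 500 nM biotin-H3K9 peptide, 20 uM SAM cofactor, 2 h, room temperature, following 15 min enzyme-compound preincubation.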
BAZ2B inh: inhibitors of human BAZ2B bromodomain; AID 504333; 360,000 tested, 4.4% active; Potency, µM (doses to about 114 µM), inactives show at the highest dose activity change, negative = inhibition, hits mostly inhibitors; AlphaScreen BAZ2B-H3K14Ac peptide displacement; Q9UIF8; also: potency is read from the fitted curve at half-maximal effect; % is scaled to controls: 0 for no effect and ±100 for the full control effect; nearly all actives have a fitted effect of over 60% in size
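Compounds, titrated to a top concentration of 110 uM, were incubated 30 min at room temperature with preformed BAZ2B/acetyl-K14 H3 peptide complex (50 nM each). Proximity signal was measured by AlphaScreen after 20 min with beads.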
GLS inh: glutaminase GLS (human) inhibition; O94925; GLS enzymatic activity, qHTS titration; Potency, µM (highest dose often 45.5 µM), without a hit: top-dose activity change, negative = inhibition, usual class: inhibitors; 410,000 tested, 0.21% active; AID 624170; also: potency is read from the fitted curve at half-maximal effect; % is scaled to controls: 0 for no effect and ±100 for the full control effect
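Compounds were pin-transferred onto hKGA, after which L-glutamine (1 mM solution) and a detection mix of glutamate oxidase, HRP and Amplex Red were added. Initial and 30 min RT fluorescence reads were collected.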
ERG-DNA inh: inhibitors of human ERG Ets domain-DNA interaction. AID 624246. P11308. Potency, µM (top dose mostly 76.9 µM), for the others: top-dose FP activity, negative = inhibition, most hits filed as inhibitors. 370,000 tested, 0.028% active. fluorescence polarization, His-ERG Ets domain / labelled DNA; active = well fitted inhibition curve with a large enough effect in the polarisation, with a control signal flat; inconclusive = small, poorly fitted or top-dose-only effect, or effect the other way, or a change in a side signal; inactive = no such curve, though single readings can be large or run the other way; the % refers to the polarisation;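 also: polarization taken with two DNA probes labelled with fluorescein and Texas red; potency is read from the fitted curve at half-maximal effect; % of control where 0% means no effect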
Target sequence (P11308 whole entry, looked up, the tested form may be a part): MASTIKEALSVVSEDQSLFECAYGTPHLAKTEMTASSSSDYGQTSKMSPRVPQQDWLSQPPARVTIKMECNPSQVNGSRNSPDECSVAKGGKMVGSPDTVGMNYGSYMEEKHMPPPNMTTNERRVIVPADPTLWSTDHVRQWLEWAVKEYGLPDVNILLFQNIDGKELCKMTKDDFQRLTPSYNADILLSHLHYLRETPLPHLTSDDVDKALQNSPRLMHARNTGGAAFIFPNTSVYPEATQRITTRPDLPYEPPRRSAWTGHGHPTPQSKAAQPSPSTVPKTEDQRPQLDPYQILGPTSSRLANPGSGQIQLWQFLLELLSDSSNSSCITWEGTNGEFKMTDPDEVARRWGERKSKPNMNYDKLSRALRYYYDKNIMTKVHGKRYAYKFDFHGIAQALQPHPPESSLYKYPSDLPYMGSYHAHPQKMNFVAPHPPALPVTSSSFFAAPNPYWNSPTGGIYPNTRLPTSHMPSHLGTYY
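His-tagged ERG Ets domain (1 uM in the protein solution; 300mM KCl, 50mM Tris-HCl, 1mM EDTA, 1mM DTT, pH 7.5) received compound, then a probe mix of 5 nM fluorescein-DNA and 100nM Texas-615-DNA. Fluorescence polarization was read for both dyes.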
HP1b chromo inh: blocks HP1-beta chromodomain binding to methylated histone tails | AlphaScreen HP1-beta / biotin-H3K9me3 peptide binding | 390,000 tested, 0.56% active | P83916 | Potency, µM (titrated, usually from 114 µM), for the others: at the top dose activity change, negative = inhibition, most hits filed as inhibitors; also: potency is read from the fitted curve at half-maximal effect; nearly all actives have a fitted effect of over 70% in size; inactives centre near 23
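HP1-beta protein (50 nM final) preincubated 30 min at room temperature with biotinylated H3(1-18)K9me3 peptide (50 nM) in PBS pH 7.4, 0.01% Tween-20, then compound added for 30 min. AlphaScreen streptavidin donor/nickel chelate acceptor beads (10 ug/mL final), 30 min dark, luminescence read.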
PGK inhibitor: blocks T. brucei phosphoglycerate kinase. Potency, µM (series often up to 57.5 µM), for inactives: at the top dose activity change, negative = inhibition, most hits filed as inhibitors. P07378. 380,000 tested, 0.043% active. AID 602233. PGK/GAPDH coupled, Kinase-Glo luminescence, 60 min; also: potency is read from the fitted curve at half-maximal effect; % is scaled to controls: 0 for no effect and ±100 for the full control effect; nearly all actives have a fitted effect of over 60% in size
Target sequence (P07378 whole entry, looked up): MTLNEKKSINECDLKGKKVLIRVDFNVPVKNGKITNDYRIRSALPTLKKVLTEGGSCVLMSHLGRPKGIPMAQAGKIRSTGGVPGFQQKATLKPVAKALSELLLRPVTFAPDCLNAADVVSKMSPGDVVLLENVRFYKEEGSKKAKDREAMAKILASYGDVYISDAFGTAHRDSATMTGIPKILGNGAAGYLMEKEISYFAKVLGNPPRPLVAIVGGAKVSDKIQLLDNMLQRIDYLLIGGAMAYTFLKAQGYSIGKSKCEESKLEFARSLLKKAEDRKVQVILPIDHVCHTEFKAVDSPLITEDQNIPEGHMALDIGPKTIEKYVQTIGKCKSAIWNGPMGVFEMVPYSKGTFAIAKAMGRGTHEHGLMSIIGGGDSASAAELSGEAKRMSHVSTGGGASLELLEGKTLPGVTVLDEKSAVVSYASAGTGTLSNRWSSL
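Luminescent ATP detection (Kinase-Glo Plus) follows a 60-minute room-temperature incubation, with wells lacking PGK as controls. Buffer: 100 mM TEA (pH 7.6), 5 mM MgCl2, 0.01% Tween-20. Coupling enzyme GAPDH (100 nM final) supplies unstable 1,3-BPG in-well.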
An asterisk follows results filed as active; i = inactive; ? = inconclusive; . = not tested or not shown; & = joins results of further samples; [ ] = remark or other dose. Unless noted, calls follow the shape of the dose curve; as a rule, active = well fitted curve in the direction sought with a large enough effect; inconclusive = small, poorly fitted or top-dose-only effect, or another doubt; inactive = no such curve, though single readings can be large; an effect the other way counts as inactive or inconclusive.

SMILES	PI4K2A block	JMJD2A Tudor	Pin1 inh	G9a inh	BAZ2B inh	GLS inh	ERG-DNA inh	HP1b chromo inh	PGK inhibitor
COC(=O)c1c(NC(=O)c2ccccc2)sc2c1CC(C)(C)OC2	-2	7%	4%	32%[activator]	6%	2%	-2%	33%	i
CCc1ccc(OS(=O)(=O)c2cn(C)c(=O)n(C)c2=O)cc1	-4	-4%	1%	-22%	-5%	-10%	7%	33%	-3%
Cc1ccc(S(=O)(=O)N(C)CC(=O)O/N=C(\N)c2cccc(Br)c2)cc1	5	57%[activator]	7%	84%[activator]	23%	7%	11%	61%[activator]	3%
COc1cccc(NC(=O)COC(=O)CCCC2=NS(=O)(=O)c3ccccc3N2)c1	8	-25%	-3%	.	-4%	-1%	3%	30%	-1%
N#C/C(=C\c1ccc(-c2cccc(C(F)(F)F)c2)o1)C(=O)Nn1cnnc1	-4	-30%	?	-20%[59 µM]	-4%	-3%	16%	-7%	-8%
O=C(CCc1ccccc1)N=C1SC2CS(=O)(=O)CC2N1c1ccccc1F (stereo unspecified)	-4	-12%	8%	-3%	-15%	2%	6%	39%[activator]	-8%
COC(=O)c1sccc1NS(=O)(=O)c1ccc(F)cc1F	7	-4%	1%	29%	-13%	2%	-20%	36%	0%
O=C(NCc1ccc(F)cc1)C1CCCN1C(=O)Nc1ccccc1 (stereo unspecified)	-3	-17%	1%	24%	0%	-3%	8%	4%	i
CCc1ccc(S(=O)(=O)c2cn(CC)c3cc(N4CCCCC4)c(F)cc3c2=O)cc1	-4	-16%	-11%	-1%[59 µM]	2%	-14%	2%	14%	i
Cc1cc(=O)n2nc(N(C)CC(=O)NCc3ccc(Cl)cc3)sc2n1	0	-4%	0%	3%[59 µM]	3%	3%	1%	26%	-7%
COC(=O)c1ccccc1NC(=O)CSc1nc(O)c(-c2ccccc2)c(=O)[nH]1	2	-2%[57.1 µM]	-5%	-4%[59 µM]	?	67%[activator]	-5%	40%[activator]	-11%
CNC(=S)N1CCN=C1Nc1nc(C)cc(C)n1	-1	-12%	2%	-2%	-31%	9%	2%	33%	-9%
CC[n+]1c(/C=C/Nc2ccccc2)oc2ccc(OC)cc21	-2	10%	?	?	-6%	-6%	12%	48%[activator]	-5%
CSc1ccccc1OCc1cc(C(=O)N2CCSCC2)no1	0	-18%	4%	?	5%	-1%	4%	12%	i
COc1ccccc1NC(=S)NN1CCN(C)CC1	-2	7%	5%	?	4%	6%	-7%	14%	-7%
COc1cccc(CNC(=O)C2CCN(S(=O)(=O)c3ccc4c(ccn4C)c3)CC2)c1	3	-20%	-3%	10%[59 µM]	-13%	6%	-2%	8%[57 µM]	i
COc1ccc(Cl)cc1NC(=O)c1sc2nc(-c3ccc(OC)c(OC)c3)ccc2c1N	-4	-14%	18%	?	-8%	1%	0%	37%	1%
CCC(C)c1ccccc1NC(=O)COC(=O)c1ccc(N2CCCC2)c([N+](=O)[O-])c1 (stereo unspecified)	0	-30%	3%	-21%	-13%	17%	-1%	0%	7%
O=C(NNC(=O)c1cc(-c2ccncc2)nc2ccccc12)c1ccccc1F	3	-8%	-1%	2%[12.7 µM]	10%	-1%	19%	35%	i
CCOC(=O)CN1C(=O)N[C@H](c2ccc(Br)cc2)C(C(C)=O)=C1C	-7	-28%	2%	45µM*	-24%	-2%	4%	25%	-2%
O=C(CSc1nnc(CN2CCOCC2)n1-c1ccccc1)Nc1ccc(Cl)cc1	-8	-7%	1%	?	2%	-4%	-10%	44%[activator]	-2%
O=C(O)[C@H](Cc1ccccc1)NC(=O)N1CCOCC1	4	0%	-1%	50µM*	-6%	6%	-5%	20%	3%
CCOC(=O)N1CCC(NC(=O)C2CCN(C(=O)c3cc4sccc4n3CC)CC2)CC1	6	-9%	-5%	-3%	-5%	-7%	14%	8%	-4%
COc1cc(CNC(=O)C2CCCN2S(=O)(=O)c2ccccc2)cc(OC)c1OC (stereo unspecified)	-2	-9%	-5%	7%	-4%	10%	7%	3%	-8%
COc1cc(CN2CCC(n3nccc3NC(=O)CCCc3ccccc3)CC2)ccc1F	-2	-8%	0%	0%	-11%[57.1 µM]	0%	3%	78%[activator]	i
CCCCN(C)C(=O)C1CCN(c2ccc(S(=O)(=O)N3CCOCC3)cc2[N+](=O)[O-])CC1	3	-8%	-6%	-2%[0.501 µM]	?	1%	-8%	23%	i
CCOn1c(=O)c(-c2cccc3ccccc23)[n+]([O-])c2ccccc21	0	-16%[11.4 µM]	2%	1%	-18%	4%	6%	42%[activator]	8%
O=S(=O)(c1ccc(OCC(O)CN2CCN(c3ccccc3Cl)CC2)cc1)N1CCOCC1 (stereo unspecified)	0	-35%	1%	-5%[59 µM]	-10%	4%	.	29%	3%
Cc1cccc(CCNS(=O)(=O)c2ccc3c(c2)n(C)c(=O)c(=O)n3C)c1	0	-11%	0%	-24%	?	-1%	-5%	42%[activator]	6%
Cc1ccccc1-n1c(SCC(=O)NCc2cccs2)nc2ccccc2c1=O	-1	-6%	-1%	-6%[59 µM]	-5%	5%	-2%	14%	0%
N/C(=N\OC(=O)c1ccc(Br)cc1)c1ccncc1	-3	-10%	-7%	?	-26%	-4%	-15%	50%[activator]	-2%
COc1cccc(NC(=O)N2CCCC2C(=O)NC2CCCC2)c1 (stereo unspecified)	-1	5%	1%	-1%	-15%	14%	-7%	-3%	-2%
Cc1ccc(S(=O)(=O)c2cn(C)c3cc(N4CCN(C)CC4)c(F)cc3c2=O)cc1	2&2	-1%&-12%	-1%&-2%	-9%	-4%[57.1 µM]	-9%&1%	-9%&1%	43%&9%[activator]	-6%&-1%
Cn1c(=O)oc2cc(S(=O)(=O)N3CCCC(C(=O)NCCc4ccc(Cl)cc4)C3)ccc21 (stereo unspecified)	5	1%	2%	1%[59 µM]	2%	-7%	-1%	44%[activator]	-2%
O=C1NC(Nc2nccs2)(C(F)(F)F)C(=O)N1CCc1ccccc1 (stereo unspecified)	-4	-10%	3%	?	2%	-5%	-10%	-5%	-4%
CCOC(=O)C(C#N)=C1CCN(Cc2ccccc2)CC1	-1	-11%	0%	?	-15%	18%	5%	28%	-9%
COc1ccc(C(=O)NCc2ccc3c(c2)CCN3C(C)=O)c(OC)c1	4	-9%	?	1%[59 µM]	-5%	-8%	7%	20%	i
CN(C)c1ccc(C(=O)Nc2cccc(S(=O)(=O)NC3=NCCCCC3)c2)cc1	-3	-30%	-4%	22%[2.33 µM]	-6%	17%	8%	28%	-3%
Cc1c(C(=O)N(Cc2nccn2C)C(C)C)oc2c(F)cccc12	-1	-2%	-2%	57%[activator]	-18%	-4%	-7%	42%[activator]	-7%
CCCOC1CCCN(C(=O)CCCn2nnnc2CN2CCOCC2)C1 (stereo unspecified)	2	-3%	-11%	.	7%	-17%	-9%	29%	-4%
CCN(CC)C(=O)CSc1nnc([C@@H](N)Cc2ccccc2)o1	3	-12%	-10%	4%	-29%	15%	-13%	51%[activator]	-6%
CN(C(=O)c1cccc(NC(=O)Cc2ccc([N+](=O)[O-])cc2)c1)C1CC1	-1	-20%	-3%	.	.	8%	-12%	39%	-2%
CC/C(C)=C1\SC(N2CCN(c3cccc(C(F)(F)F)c3)CC2)=NC1=O	-2	5%	0%	7%[59 µM]	-7%	.	5%	16%	-6%
CC(C)c1ccccc1NC(=O)Cn1cnc2c1c(=O)n(C)c(=O)n2C	-4	-7%	-6%	-26%[59 µM]	0%	-3%	-3%	35%	i
O=C(Nc1ccc(S(=O)(=O)Nc2ccccc2)cc1)c1ccc(CN2CCOCC2)cc1	7	-12%	0%	-32%	-17%	7%	11%	33%	7%
Cc1cc2c(cc1S(=O)(=O)Nc1cccc(Cl)c1C)OCCN2C	-5	-17%	-6%	-14%[59 µM]	-31%	3%	8%	17%	2%
O=C(O)Cn1nnnc1SCC(=O)Nc1ccc(F)cc1F	-3	-12%	1%	?	-18%	-13%	16%	31%	i
CCOC(=O)CS(=O)(=O)c1ccc(O)cc1	2	-9%	-5%	12%	-4%	6%	18%	33%	-1%
Cc1ccc2cc(CCNC(=O)c3cccc([N+](=O)[O-])c3)c(=O)[nH]c2c1	0	3%	7%	37%[activator]	-1%	2%	10%	51%[activator]	.
CC(=O)OCP(C)(=O)COC(C)=O	-3	-8%	0%	10%[12.7 µM]	0%	5%	0%	10%	-6%
O=S(=O)(NCc1ccccn1)c1ccc(Cl)s1	2	?	5%	6%	-5%	-3%	10%	17%	-4%
CCCc1cc(=O)n(-c2nc3ccccc3s2)[nH]1	-6	-10%	-8%	.	-12%	-5%	8%	69%[activator]	-9%
COc1ccc(CNc2ccc(N3CCN(C(C)=O)CC3)cc2)cc1OC	-10	-17%	3%	.	.	-4%	.	30%	-3%
CN(Cc1cnn(C)c1)Cc1nc(Cc2ccccc2Cl)no1	7	-18%	6%	13%[0.501 µM]	8%	7%	6%	30%	-9%
Cc1cc(C(=O)COC(=O)Cn2cnc3c2c(=O)n(C)c(=O)n3C)c(C)n1C	5	-27%	-7%	-11%[59 µM]	-8%	-5%	6%	-11%	-7%
Cc1cc(C)cc(OCC(=O)NNC(=O)c2ccoc2C)c1	2	-11%	3%	14%[59 µM]	11%	1%	-13%	25%	-7%

High-throughput results: PubChem, National Center for Advancing Translational Sciences (NCATS)
